Bioassay records as filed in PubChem BioAssay.
PLC-beta3 inh – PLC-beta3 (human) inhibition, primary screen; Q01970; Purified PLC-beta3, fluorogenic substrate, fluorescence; inhibition, % at 12.2 µM; hit rate 0.18% among 370,000; AID 720704; in the data active means inhibition above about 11%;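 further: 0% = median of compound wells on plate and 100% = full blocker control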
DDE Tn6 FP inh – inhibitors of Tn6 peptide binding to human fibrin DD(E); P02675; Fibrin DD(E) TRITC-Tn6 fluorescence polarization displacement; inhibition, % at 8.3 µM; hit rate 0.21% among 370,000; AID 720509;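 active means inhibition above a per-campaign cutoff: mean of compounds within control limits plus 3 SD, cut at about 15% in these data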;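 further: 0% = median of all compound wells on the plate and 100% = blocking peptide control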
ADAM17 inh – ADAM17 inhibition, QFRET primary screen; P78536; AID 720648; hit rate 0.83% among 370,000; inhibition, % at 6.95 µM; recombinant ADAM17, EDANS/DABCYL FRET peptide cleavage;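 active means inhibition above the mean of compounds lying between control limits plus 3 SD, set per campaign, cut at about 8.5% in these data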;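 further: 0% = DMSO-only wells as the low control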
Target sequence (P78536 215-824 limits assumed): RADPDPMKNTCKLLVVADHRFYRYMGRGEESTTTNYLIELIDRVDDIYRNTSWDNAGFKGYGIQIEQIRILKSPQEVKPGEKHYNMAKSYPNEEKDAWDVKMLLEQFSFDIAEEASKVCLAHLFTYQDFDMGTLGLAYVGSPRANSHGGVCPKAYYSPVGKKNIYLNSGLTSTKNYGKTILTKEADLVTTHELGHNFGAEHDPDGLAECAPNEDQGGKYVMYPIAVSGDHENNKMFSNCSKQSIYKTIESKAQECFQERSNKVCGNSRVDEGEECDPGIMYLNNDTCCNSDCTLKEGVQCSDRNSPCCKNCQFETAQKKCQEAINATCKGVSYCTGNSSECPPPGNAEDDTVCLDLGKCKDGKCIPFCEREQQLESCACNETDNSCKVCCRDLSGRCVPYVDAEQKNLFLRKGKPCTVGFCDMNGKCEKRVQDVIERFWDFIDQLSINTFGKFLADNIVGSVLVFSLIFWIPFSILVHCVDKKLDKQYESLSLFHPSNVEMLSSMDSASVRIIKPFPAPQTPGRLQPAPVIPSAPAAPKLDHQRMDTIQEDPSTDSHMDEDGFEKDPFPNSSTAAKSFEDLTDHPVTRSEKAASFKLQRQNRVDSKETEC
DDE Tn7 FP inh – disrupts Tn7 cyclic peptide binding to fibrin D-Dimer-E complex. FP displacement of FITC-Tn7 peptide from fibrin DD(E); 0% = median of compound wells per plate. inhibition, % at 8.3 µM. hit rate 0.13% among 370,000. AID 720508;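 active means inhibition above the mean of compounds falling within the control limits plus 3 SD of them, cut at about 14% in these data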;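 further: 0% = plate median of compound wells and 100% = 10 µM Aha-Tn7 peptide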
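System: human fibrin DD(E); quantity: Fibrin-DD(E) at 2 µM final; also added: fluorescent Tn7 probe at 0.1 µM; compound dosing: single nominal test concentration of 8.3 µM per compound; schedule: 10 min preincubation, 3 h with tracer, room temperature; detection: fluorescence polarization of the labelled Tn7 tracer; repeats: one replicate per compound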
TDP2 inh – blocks human TDP2 phosphodiesterase activity | O95551 | recombinant TDP2, T5PNP hydrolysis, p-nitrophenol absorbance 415 nm | hit rate 0.34% among 370,000 | inhibition, % at 12.8 µM;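 active means inhibition above the mean of all tested compounds plus 3 SD, set per campaign, cut at about 25% in these data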;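 further: 0% = DMSO with enzyme and 100% = buffer with substrate but no TDP2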
Target sequence (O95551 whole entry, looked up): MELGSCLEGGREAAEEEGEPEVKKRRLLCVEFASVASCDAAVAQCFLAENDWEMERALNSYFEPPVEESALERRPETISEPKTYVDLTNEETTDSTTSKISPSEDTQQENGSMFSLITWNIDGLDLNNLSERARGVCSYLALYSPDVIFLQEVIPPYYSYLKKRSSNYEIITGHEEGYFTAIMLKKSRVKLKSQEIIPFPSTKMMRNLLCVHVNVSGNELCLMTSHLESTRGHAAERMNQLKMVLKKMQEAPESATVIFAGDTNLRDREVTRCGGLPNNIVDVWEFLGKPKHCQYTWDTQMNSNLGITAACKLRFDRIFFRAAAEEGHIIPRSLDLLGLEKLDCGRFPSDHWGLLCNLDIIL
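Evaluation: % inhibition relative to enzyme-containing and enzyme-free wells. Material: recombinant human TDP2. Benchmarks: enzyme-free and DMSO wells. Timing: enzyme reaction with compound for 2 h at 37 °C. Compound dosing: 12.8 µM only. Measured by: p-Nitrophenol epi absorbance. Reagent: T5PNP substrate at 5 mM, a TopII-DNA adduct mimic. Replication: single well per compound.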
ADAM10 inh – inhibits human ADAM10; recombinant ADAM10, EDANS/DABCYL FRET peptide cleavage, 3 h; O14672; inhibition, % at 7 µM; hit rate 0.62% among 370,000;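 active means inhibition above a per-campaign cutoff equal to the mean of compounds falling between control-based bounds plus 3 SD, cut at about 20% in these data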;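 further: 0% = DMSO wells while the 100% control is not disclosed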
ASAP1 inh – blocks human ASAP1-stimulated Arf1 GTP hydrolysis. Q9ULH1. hit rate 0.19% among 360,000. GDP FP detection. inhibition, % at 16.5 µM; in the data active means inhibition above about 25%;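 further: 0% = vehicle with enzyme and substrate and 100% = no enzyme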
PLC-gamma1 inh – blocks human PLC-gamma1 enzyme activity; hit rate 0.84% among 370,000; inhibition, % at 12.2 µM; purified PLC-gamma1, fluorogenic substrate, fluorescence; in the data active means inhibition above about 9.5%
ARFGAP1 inh – inhibits rat ARF GTPase activating protein 1 | Q62848 | Arfgap1-stimulated ARF1 GTP hydrolysis, GDP FP detection | inhibition, % at 16.5 µM | hit rate 0.26% among 360,000;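 active means inhibition above a per-plate limit, mean inhibition of low control wells plus 3 SD, cut at about 25% in these data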;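 further: 0% = DMSO wells with enzyme and 100% = wells lacking Arfgap1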
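Assay system: Rat Arfgap1 GAP domain (His6, aa 1-136), purified enzyme | Buffer or medium: HEPES 25 mM pH 7.5, NaCl 150 mM, MgCl2, DTT | Schedule: GTP hydrolysis reaction 2 h at 25 °C | Signal: FP of antibody-bound GDP Alexa 633 tracer, ex 620/em 688 nm | Measure: Percent inhibition of Arfgap1-stimulated GTP hydrolysis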
SIAE inh – blocks human sialic acid acetylesterase; Q9HAT2; inhibition, % at 9.66 µM; AID 1053197; hit rate 0.69% among 370,000; SIAE FP-Rh probe binding, fluorescence polarization;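 active means inhibition above a cutoff: mean of compounds within the control limits plus 3 SD of those, cut at about 17% in these data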;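 further: 0% = plate median of compound wells and 100% = probe without SIAE protein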
* = called active by the depositor; i = inactive; . = not tested or not shown.

SMILES	PLC-beta3 inh	DDE Tn6 FP inh	ADAM17 inh	DDE Tn7 FP inh	TDP2 inh	ADAM10 inh	ASAP1 inh	PLC-gamma1 inh	ARFGAP1 inh	SIAE inh
CN(CC(=O)Nc1ccc(Cl)c(Cl)c1)C1CCCCC1	2.5	6.0	-2.1	3.6	2.3	-1.1	2.8	1.5	5.8	-0.7
CN1C(=O)C2(c3ccccc31)N(C)CC(c1ccccn1)C21SC(=S)N(Cc2ccco2)C1=O (stereo not drawn)	-3.8	1.2	-3.2	-2.9	11.1	3.5	8.8	1.0	5.9	-4.1
COc1cc(Cl)c(C)cc1NC(=O)CSc1nnc(-c2cccnc2)n1Cc1ccco1	0.5	0.8	-2.8	-4.1	5.3	-7.0	9.5	0.5	5.1	-0.5
c1csc(CNc2ncnc3ccc(-c4ccoc4)cc23)c1	-14.5	-7.7	-20.9	-6.5	-20.0	-94.3	13.6	-16.5	2.4	-28.8
O=C(CCCC(=O)OCC(Cl)=C(Cl)Cl)Nc1ccccc1	-2.5	5.7	-3.9	-1.9	-5.8	2.7	7.3	-2.3	2.9	-7.5
Cc1ncccc1C(=O)N1CCCC(CNC(=O)c2ccc(-c3ccccc3)cc2)C1 (stereo not drawn)	3.5	-8.7	-2.3	3.0	3.6	-1.4	-1.3	-0.8	-3.6	-5.0
CCOc1ncccc1C(=O)OCC(=O)Nc1ccc2c(c1)CCC2	2.7	2.5	-1.4	-5.0	3.9	3.5	9.7	1.9	4.9	0.4
CC(Oc1ccc([N+](=O)[O-])cc1)C(=O)NCCCN1CCOCC1 (stereo not drawn)	-1.5	6.0	-2.0	1.6	6.8	-10.7	-11.7	0.9	-8.5	-0.6
Cc1ccc(CNC(=O)C(=O)NCCC2=CCCCC2)cc1	-0.7	-0.7	-0.9	6.2	-0.3	-5.7	-2.5	-0.7	-2.9	-1.1
O=C1NCCC12C(=O)Nc1ccccc12 (stereo not drawn)	7.3	0.3	-1.1	-5.5	4.9	-15.1	-2.2	0.8	-2.7	2.5
CCOC(=O)c1ccc(-c2ccc(N3C(c4ccsc4)=Cc4ccc(F)cc4C3c3c[nH]c4ccc(C#N)cc34)cc2)cc1F (stereo not drawn)	-399.3	-7.0	-23.4	9.8	2.8	-56.2	4.5	-326.8	9.7	-17.1
Cc1cc(NS(=O)(=O)c2ccc(NC(=O)C3CCCCC3)cc2)no1	-3.3	-0.1	0.0	-3.5	-4.2	4.3	0.6	0.4	-5.3	-0.4
O=[N+]([O-])c1ccc(NS(=O)(=O)c2ccccc2)c(Cl)c1	7.5	-2.2	4.8	-3.9	-17.4	6.2	5.3	0.3	-5.9	-4.6
CCCCn1c(SCC(=O)NCc2ccc3c(c2)OCO3)nnc1C(CC)N(C)C (stereo not drawn)	-6.8	3.2	-3.2	12.3	-16.9	-13.4	-1.1	-1.4	-12.2	2.0
CCN(CC)c1ccc(S(=O)(=O)N2CCCCC2)cc1NC(=O)C1=COCCO1	-5.2	-1.7	-0.9	0.3	7.6	-4.9	-9.7	-1.2	15.1	2.1

An excerpt from above in order of their number in SIAE inh, smallest number first.
SMILES	PLC-beta3 inh	DDE Tn6 FP inh	ADAM17 inh	DDE Tn7 FP inh	TDP2 inh	ADAM10 inh	ASAP1 inh	PLC-gamma1 inh	ARFGAP1 inh	SIAE inh
CCOC(=O)c1ccc(-c2ccc(N3C(c4ccsc4)=Cc4ccc(F)cc4C3c3c[nH]c4ccc(C#N)cc34)cc2)cc1F (stereo not drawn)	-399.3	-7.0	-23.4	9.8	2.8	-56.2	4.5	-326.8	9.7	-17.1
Cc1ncccc1C(=O)N1CCCC(CNC(=O)c2ccc(-c3ccccc3)cc2)C1 (stereo not drawn)	3.5	-8.7	-2.3	3.0	3.6	-1.4	-1.3	-0.8	-3.6	-5.0
O=[N+]([O-])c1ccc(NS(=O)(=O)c2ccccc2)c(Cl)c1	7.5	-2.2	4.8	-3.9	-17.4	6.2	5.3	0.3	-5.9	-4.6
CN(CC(=O)Nc1ccc(Cl)c(Cl)c1)C1CCCCC1	2.5	6.0	-2.1	3.6	2.3	-1.1	2.8	1.5	5.8	-0.7
CC(Oc1ccc([N+](=O)[O-])cc1)C(=O)NCCCN1CCOCC1 (stereo not drawn)	-1.5	6.0	-2.0	1.6	6.8	-10.7	-11.7	0.9	-8.5	-0.6
CCCCn1c(SCC(=O)NCc2ccc3c(c2)OCO3)nnc1C(CC)N(C)C (stereo not drawn)	-6.8	3.2	-3.2	12.3	-16.9	-13.4	-1.1	-1.4	-12.2	2.0
CCN(CC)c1ccc(S(=O)(=O)N2CCCCC2)cc1NC(=O)C1=COCCO1	-5.2	-1.7	-0.9	0.3	7.6	-4.9	-9.7	-1.2	15.1	2.1

Following part.
SMILES	PLC-beta3 inh	DDE Tn6 FP inh	ADAM17 inh	DDE Tn7 FP inh	TDP2 inh	ADAM10 inh	ASAP1 inh	PLC-gamma1 inh	ARFGAP1 inh	SIAE inh
COc1c(C)cccc1C(=O)NCCCNC(=O)c1ccc(C)nc1	-5.1	7.9	-1.6	2.2	4.6	-6.9	9.8	-3.3	-10.8	7.0
COc1cccc(-c2nc(CS(=O)(=O)CC(=O)NC3CCC(C)CC3)c(C)o2)c1 (stereo not drawn)	-13.1	0.7	-0.5	1.7	-13.7	1.0	-3.4	-0.4	4.7	-2.4
CCCCOc1ccc(NC(=O)C(=O)NCCCn2ccnc2)cc1	-0.5	-2.2	0.3	1.3	6.5	4.4	1.0	-1.3	-14.4	-0.7
O=C(Nc1ccccc1F)c1ccc(CSc2ccccc2)o1	-2.3	0.8	4.6	-4.8	-3.1	8.0	4.7	0.4	3.4	4.2
O=C(CCCNS(=O)(=O)c1cccc2nsnc12)NCCN1CCN(c2ccccc2F)CC1	-1.1	-5.3	0.1	-0.5	-7.0	-0.1	-10.6	-0.1	11.1	-2.0
COc1ccc(S(=O)(=O)N2CCC(n3cnc4ccccc43)CC2)cc1	-3.1	3.4	-3.7	-1.2	-1.6	1.5	2.1	0.6	-9.5	-4.4
COC(=O)N(C)C[C@@H]1OCc2cnnn2CCCC(=O)N([C@@H](C)CO)C[C@H]1C	0.1	-6.1	1.4	0.3	-5.4	-14.0	8.6	2.1	8.3	0.5
CC(=O)c1cccc(S(=O)(=O)N2CCN(c3ccccc3F)CC2)c1	-8.0	-2.3	4.2	-4.0	-12.2	11.4	-2.5	1.2	-11.1	-4.8
Cc1c(O)c2ccccc2oc1=O	-7.4	-6.3	-8.0	-2.8	16.1	-14.2	-7.0	-4.8	4.2	5.0
CC1CCN(C(=O)COC(=O)c2ccccc2NCCO)CC1	-414.4	-1.4	-413.9	-8.7	2.5	i	-0.1	-349.5	-4.0	7.7
COc1ccc(NC(=O)c2cc(C3CCCCN3S(C)(=O)=O)on2)c(C)c1 (stereo not drawn)	2.2	-8.8	2.6	-7.0	-1.1	-4.9	-1.2	5.1	7.2	-3.5
CN(C)C(=O)/C(=C/c1cn(-c2ccccc2)nc1-c1cccc([N+](=O)[O-])c1)NC(=O)c1ccccc1	6.3	6.7	1.2	3.0	4.7	2.0	-14.9	2.0	-1.7	2.0
COc1cc2c(cc1OC)-c1cc(NC3CCCCC3)nc(=O)n1CC2	-56.7	-7.8	-32.2	0.6	6.7	-94.8	-14.3	-54.9	7.0	-5.6
CCCC(C)C(=O)NCc1ccccc1OC (stereo not drawn)	1.9	1.7	-5.5	4.9	2.2	2.8	5.6	-2.4	3.5	1.8
C=CCn1c(-c2cccnc2Cl)nc2cc(Cl)c(Cl)cc21	-73.2	-11.1	-45.8	-7.4	-12.7	-99.0	8.1	-66.0	-2.0	-5.9
O=c1c2ccccc2nnn1CSc1nnc(COc2ccc(Cl)cc2)n1Cc1ccco1	4.9	-1.6	-2.7	2.7	2.1	12.5	-6.0	3.0	2.5	4.5
CC(C)CNC(=O)OCc1cn(Cc2ccccc2F)nn1	-2.8	-4.0	0.0	-2.1	-1.2	-2.4	.	-0.6	.	7.4
COc1ccccc1CNC(=O)c1cnc2ccccn2c1=O	-28.4	-2.9	-43.2	-1.0	2.8	-152.3	-11.8	-19.6	-3.7	6.7
O=C(CSc1cn(CC(=O)N2CCCCCC2)c2ccccc12)NCC1CCCO1 (stereo not drawn)	-6.6	-1.0	-3.0	-3.2	5.4	-8.6	-1.7	-2.0	-8.6	-3.1
CC(C)NC(=O)C(=O)NCC(c1ccc2c(c1)OCO2)N1CCOCC1 (stereo not drawn)	-7.1	-12.5	2.8	-8.6	15.0	-8.6	2.0	1.1	7.5	0.8
O=C(N/C=C/c1ccco1)NCc1ccccc1	-16.2	-5.0	-3.6	-2.1	4.9	-3.9	-2.1	-8.6	-7.8	6.4
c1ccc(-n2nnnc2Oc2ccc(-c3nnco3)cc2)cc1	1.0	2.0	-1.7	2.9	-4.8	0.9	-17.8	2.4	-2.7	3.9
CCN1C(=O)C2(C(C#N)=C(N)Oc3n[nH]c(C(C)C)c32)c2ccccc21 (stereo not drawn)	1.6	-0.9	-3.5	4.2	0.0	1.7	0.5	1.2	-7.0	8.1
O=C1C2C3C=CC(C4CC34)C2C(=O)N1c1cc(Cl)ccn1 (stereo not drawn)	-6.3	4.3	-4.2	-5.0	-1.2	-1.0	0.2	4.7	-1.3	-13.9
Cc1noc(C)c1NC(=O)N1CCN(Cc2ccccc2)CC1	-2.1	4.9	-1.4	-4.9	-3.7	2.8	-8.2	1.2	3.8	-3.7
Cc1cc(NS(=O)(=O)c2ccc(NC(=O)CSc3nnc(-c4cnccn4)n3-c3ccccc3)cc2)nc(C)n1	5.2	2.7	-2.0	-5.0	-6.2	2.0	.	3.2	.	0.6
CC(C)(C)c1ccc(-c2nnc(SCC(=O)Nc3ccc4cn[nH]c4c3)n2-c2ccc(Cl)cc2)cc1	5.3	3.0	4.2	-0.7	-6.7	9.6	.	5.3	.	-3.3
O=C(Nc1ccc(F)cc1)c1cnc(-c2ccccc2)nc1-c1ccccc1	-0.7	-1.4	0.3	-4.4	0.8	-4.7	-6.7	2.2	2.7	-2.2
Cn1c(SCC(=O)NCc2ccccc2)nc2ccccc21	3.7	-4.8	-3.0	-8.0	-11.1	-9.0	11.5	-0.2	16.3	-5.3
